Source: PubChem BioAssay
NR2F2 inh: NR2F2 (human) inhibition, primary screen; inhibition, % at 8.6 µM; HEK293T NGFI-A luciferase reporter, luminescence; P24468; 370,000 compounds, 0.7% hits;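 active = inhibition above a per-plate cutoff, mean inhibition of test wells between control levels plus 3 SD, cut at about 38% in these data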;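 also: cells cotransfected with COUP-TFII expression vector driving the NGFI-A reporter; 0% = median of COUP-TF2 test wells and 100% = reporter-only cells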
Target sequence (P24468 whole entry, looked up): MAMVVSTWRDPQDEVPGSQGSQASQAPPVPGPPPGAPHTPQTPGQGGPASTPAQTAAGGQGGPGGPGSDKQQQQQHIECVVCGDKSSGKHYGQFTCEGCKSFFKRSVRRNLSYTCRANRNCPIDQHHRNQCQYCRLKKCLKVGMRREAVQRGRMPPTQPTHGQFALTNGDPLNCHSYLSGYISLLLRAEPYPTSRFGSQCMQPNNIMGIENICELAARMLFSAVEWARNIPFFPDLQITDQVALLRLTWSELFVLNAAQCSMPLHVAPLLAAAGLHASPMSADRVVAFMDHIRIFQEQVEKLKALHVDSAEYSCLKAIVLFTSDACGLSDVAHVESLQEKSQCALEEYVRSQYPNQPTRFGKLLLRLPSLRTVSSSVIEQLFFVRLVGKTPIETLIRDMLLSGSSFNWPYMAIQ
Active calls of the source: *; & = joins results of further samples. The list is partial; the hit share may differ from the screen's.

SMILES	NR2F2 inh
COc1ccc(NC(=O)N(C)C[C@H]2OCc3cnnn3CCCC(=O)N([C@H](C)CO)C[C@@H]2C)c(OC)c1	3.0
COc1cccc([C@@H](NC(=O)C(F)(F)F)[C@@H]2CCCC=C2c2ccccc2)c1	14.8
Cc1nn(C)cc1CNC(=O)C1C2CCC(C2)C1C(=O)O (centres undefined)	23.8
COc1cccc(C(=O)N[C@H](C(=O)N2CCC[C@H]2C(=O)NCc2ccccc2)c2ccccc2)c1	-7.3
C[C@@H]1CN(c2ccc(N3CCNC[C@H]3C)cc2C#N)C[C@H](C)O1	26.7
COc1ccc(Oc2c(-c3cccs3)cnn(-c3ccc(C)cc3)c2=O)cc1	5.5
COCCCN1C(=O)[C@H](CC(=O)NCCCN2CCCC2=O)[C@]2(C(=O)OC)CCCCC=C12	-7.6
Cc1cc(Nc2cc(C(F)(F)F)cc(C(F)(F)F)c2)cc(=O)n1-c1cc(C(F)(F)F)cc(C(F)(F)F)c1	11.2
O=C(Nc1c(F)c(F)c(F)c(F)c1F)OC[C@@H]1CSCCS(=O)(=O)N1	4.3
O=C1CN(C(=O)COc2cccc(F)c2)c2ccccc2N1	14.8
Cc1ccc(-n2c(SCC(=O)c3ccc4ccccc4c3)nnc2-c2cccnc2)cc1	-5.5
COC(CNC(=O)[C@H](Cc1c[nH]c2ccccc12)NC1(C(=O)NC2CCCCC2)CCCCC1)OC	-4.3
CCOC(=O)[C@@]12CCCC=C1N(CCc1ccc(Cl)cc1)C(=O)[C@H]2CC(=O)NCCc1ccccc1OC	-0.6
CCOCCCNC(=O)C1CCN(S(=O)(=O)c2cc3c(cc2Br)CCN3C(=O)CC)CC1	13.3
Cc1cccc(C)c1-n1nnnc1C1(C)Cn2nccc2C(=O)N1Cc1ccc(F)cc1 (centres undefined)	7.2
COc1ccc(/C=N/NC(=O)c2cccnc2)cc1Cn1nc([N+](=O)[O-])c(Br)c1C	-2.7
CCOC(=O)[C@]12CCCC=C1N(Cc1ccc(OC)cc1)C(=O)[C@@H]2CC(=O)NCC12CC3CC(CC(C3)C1)C2	4.9
C=C1[C@@H](CCO)N(S(=O)C(C)(C)C)C[C@@H]1C (some centres undefined)	-8.1
CCCCOc1ccc(C(=O)NC2CCCCN(CCC)C2=O)cc1 (centres undefined)	3.3
CCCCS(=O)(=O)N1CCCc2nc(-c3ccccc3)ccc21	0.6
COc1ccc(C2CC(=O)C(c3ccccc3C)=CN2Cc2ccccc2)cc1 (centres undefined)	1.6
CCOc1ccc(-n2c(SCC(=O)Nc3ccc(S(=O)(=O)Nc4nccs4)cc3)nnc2-c2ccc(C(C)(C)C)cc2)cc1	2.0
CCn1cc(C(=O)NCCc2ccc(C)cc2)c(=O)c2cc(S(=O)(=O)N(C)C)ccc21	-24.2
C=C1CCC2C(C)(C)CCC[C@]2(C)[C@H]1CC1=C(O)C(=O)C(CO)=CC1=O (some centres undefined)	54.8*
COC(=O)CCN(Cc1ccc(OC)cc1OC)S(=O)(=O)c1ccccc1Br	11.6
CCCCNC(=O)C[C@@H]1C(=O)N(CCc2ccc(Cl)cc2)C2=CCCC[C@]21C(=O)OCC	15.3
COC(=O)CC[C@H](/C=C/C(=O)OC(C)(C)C)Sc1ccc(C(C)(C)C)cc1	-3.7
CC(=O)NCc1ccc(S(=O)(=O)NC2CCN(Cc3ccccc3)CC2)cc1	-0.4
O=S1(=O)c2ccc(N3CCSCC3)cc2Oc2ccccc2CN1Cc1cn(Cc2ccc(C(F)(F)F)cc2)nn1	0.2
NC(=O)[C@@H]1CCCN1C(=O)[C@@H](Cc1ccccc1)NC(=O)[C@H]1O[C@@H](n2ccc(=O)[nH]c2=O)[C@H](O)[C@@H]1O	-4.3
COc1cccc(CNC2CCC23CCC(C)CC3)c1 (centres undefined)	9.2
O=C(Nc1ccc(Cl)cc1)O[C@@H]1CC[C@@]23CCCN2C(=O)CCC[C@H]3C1	6.3
O=C(c1cc(F)ccc1F)N1CCC(Oc2cccnc2)CC1	1.7
CCCCCCCCN1C(=O)[C@@H](CC(=O)N2CCC(c3ccccc3)CC2)C[C@@]2(C(=O)OC)C1=C[C@H](C1CCCC1)O[C@@H]2C	3.1
COc1ccc(CSc2nnc(SCC(=O)Nc3ccc(S(N)(=O)=O)cc3)s2)cc1	-7.6
Cc1ccc(C(=O)Nc2cccc(C(=O)O)c2)cc1	-24.9
COC(=O)[C@]12C[C@H](CC(=O)NCc3cccc4ccccc34)C(=O)N(Cc3cccc4ccccc34)C1=C[C@H](C1CCCC1)O[C@@H]2C	26.8
CCCCCCN1CCS(=O)(=O)N(Cc2ccc(OC)cc2)C(C(=O)OC)C1 (centres undefined)	5.5
Cc1ccc(NC(=O)[C@@H](Cc2ccccc2)NC(=O)[C@H]2O[C@@H](n3ccc(=O)[nH]c3=O)[C@H](O)[C@@H]2O)cc1C	-2.4
COc1ccc(-n2c(SC/C=C/c3ccccc3)nnc2-c2cccs2)cc1	15.8
Cc1ccc(C2CCC3(CCC(=O)N3CCOC(=O)Nc3cccc(C#N)c3)CC2)cc1 (centres undefined)	-5.4&2.5
COC(=O)C1CN(Cc2cn(Cc3ccccc3)nn2)CCS(=O)(=O)N1Cc1ccc(Cl)cc1 (centres undefined)	18.3
Cc1n[nH]c(C)c1S(=O)(=O)NCCc1cccc(F)c1	7.2
COc1ccc(C2Nc3ccccc3C(=O)N2Cc2ccccc2)cc1COc1ccc(NC(C)=O)cc1 (centres undefined)	3.6
CCOC(=O)N1CCN(C(=O)C[C@@H]2C(=O)N(CCc3ccc(Cl)cc3)/C3=C/CCCCC[C@@]32C(=O)OCC)CC1	16.5
COc1ccc(OC)c(S(=O)(=O)NCC2CCN(C(=O)C(=O)c3cc4ccccc4o3)CC2)c1	8.1
CCOC(=O)[C@@H]1CSCCS(=O)(=O)N1C(=O)[C@H](C)NC(=O)OC(C)(C)C	-15.4
COc1cc2ncnc(Nc3ccc(F)c(Cl)c3)c2cc1OCCCN1CCOCC1	-12.6
N#CCC[C@@H]1CC[C@]2(CCCN(Cc3ccc(Br)cc3)C2)O1	-3.0
COC(=O)[C@]12C[C@H](CC(=O)N3CCC(c4ccccc4)CC3)C(=O)N(CCC3=CCCCC3)C1=C[C@H](COCc1ccccc1)O[C@@H]2C	-6.4
O=C(Nc1ccc2c(c1)OCO2)[C@@H]1[C@@H]2C(=O)N(C3CCCCC3)C(=O)[C@@H]2C2c3ccccc3C=CN21 (some centres undefined)	2.7
Cc1ccccc1NC(=O)OCCN1CCCC12CCC(c1ccccc1)CC2 (centres undefined)	17.9
Cc1cccc(C)c1NC(=O)C1CCN(c2ncccn2)CC1	1.8
Nn1c(SCC(=O)Nc2ccccc2-c2ccccc2)nnc1-c1cc(-c2ccccc2)n[nH]1	0.3
CCc1ccc2[nH]c(=O)c(CN(Cc3ccc4c(c3)OCO4)C(=O)c3ccco3)cc2c1	5.2
Cc1ccc2c(c1)-c1c(cnn1CC(=O)NCCc1ccccc1F)CO2	8.0
O=C(CCc1ccccc1)N[C@H]1[C@H](O)CCC[C@]12C(=O)N(Cc1ccccc1)c1ccccc12	-1.6
CCOC(=O)CC[C@@H]1CC[C@]2(CCCN(C(=O)C3CCCC3)C2)O1	-13.5
O=C(Cn1nc(-c2ccccc2)ccc1=O)NCCc1ccccc1F	-0.4
O=C(NCc1ccc(C(=O)N2CCCN(Cc3ccccc3)CC2)cc1)c1cccc(Br)c1	15.7

(next part)
SMILES	NR2F2 inh
COc1ccc(N2CCN(CCNS(=O)(=O)c3ccccc3[N+](=O)[O-])CC2)cc1	11.1
COc1ccccc1NC(=S)OCCN1CCCC12CCC(c1ccccc1)CC2 (centres undefined)	-4.4
O=[N+]([O-])c1ccccc1CCO	7.9
COC(=O)[C@]1(CNC(=O)C(F)(F)F)CC(=O)N(C)[C@@H]1c1ccccc1	-3.9
CC(=O)N1CCc2c1cccc2S(=O)(=O)NC(CC(C)C)C(=O)Nc1ccc(Cl)c(Cl)c1 (centres undefined)	-10.6
c1ccn(-c2ccc(-c3noc(CCc4ccncc4)n3)cc2)c1	50.8*
COC(=O)C1=C(C)N(Cc2ccc(C(F)(F)F)cc2)C(=NCc2ccccc2)NC1c1cccc(F)c1 (centres undefined)	7.0
CCCCCCC(=O)NC1CCCCN(Cc2ccc(Cl)cc2)C1=O (centres undefined)	8.0
CC(C)(C)NC(=O)C(c1cccnc1)N(C(=O)c1cccs1)c1ccc(C(C)(C)C)cc1 (centres undefined)	23.8
O=C(c1cnn(C(=O)c2ccc(O)cc2)c1)c1ccccc1O	9.1
COC(=O)[C@]12C[C@H](CC(=O)NCCc3ccccc3OC)C(=O)N(Cc3ccc4c(c3)OCO4)C1=C[C@H](COCc1ccccc1)O[C@@H]2C	17.1
CCN(CC)C(=O)c1ncn2c1C(=O)N[C@@H](C)C2	1.5
COc1ccccc1N1CCN(N=Cc2ccccc2Br)CC1	-21.2
CCCCN=C(N)NC(=O)OCc1ccccc1	-29.0
O=Nc1ccc(Br)cn1	-25.2
Cc1ccc(N(C(=O)CCl)C(C(=O)NC2CCCCC2)c2cccnc2)cc1C (centres undefined)	21.1
C=CCN=C1NC(c2ccc(Cl)cc2)C(C(=O)OC)=C(C)N1Cc1cccc(C(F)(F)F)c1 (centres undefined)	7.3
COC(=O)[C@]12C[C@H](CC(=O)N3CCOCC3)C(=O)N(Cc3cccc4ccccc34)C1=C[C@H](C(C)(C)C)O[C@@H]2C	-13.3
C=CCC12C=C(OC)C(=O)C(C1=O)C1c3ccccc3CC12 (centres undefined)	2.7
Cc1ccnc(NS(=O)(=O)c2ccc3c(c2)CCO3)c1	-4.3
COC(=O)C1CN(Cc2cn(Cc3ccccc3)nn2)CCS(=O)(=O)N1Cc1ccc(C)cc1 (centres undefined)	-6.8
COC(=O)[C@]12C[C@H](CC(=O)NCCCN3CCCC3=O)C(=O)N(Cc3ccc(Cl)cc3Cl)C1=C[C@H](C1CCCC1)O[C@@H]2C	-7.8
CC(C)(C)c1ccc(-c2nnc(SCC(=O)Nc3ccc(S(=O)(=O)Nc4nccs4)cc3)n2-c2ccc(Cl)cc2)cc1	19.6
O=C(CSc1nnc(-c2ccco2)n1-c1ccc(Cl)cc1)Nc1ccccc1-c1ccccc1	0.1
N#Cc1ccc(OCC(=O)N[C@@H](Cc2ccccc2)c2nc3ccccc3[nH]2)cc1	5.4
N#Cc1ccc(COC(=O)c2ccccn2)cc1	-10.7
COC(=O)[C@H]1C[C@@]2(C)c3ccccc3N(S(=O)(=O)c3ccccc3)[C@H]2N1C(=O)CNC1CCCCC1	-11.1
Fc1ccc2nc(-c3ccc(CN4CCC(c5nc6ccccc6[nH]5)CC4)cc3)c(-c3ccccc3)nc2c1	12.8
CCOC(=O)[C@]12CCCC=C1N(Cc1ccc(OC)cc1)C(=O)[C@@H]2CC(=O)N1CCOCC1	11.8
COCc1[nH]nc2c1C(c1ccc3c(c1)OCO3)N(c1ccc(OC)cc1)C2=O (centres undefined)	-26.7

Rewritten field by field: part of the list above
c1ccn(-c2ccc(-c3noc(CCc4ccncc4)n3)cc2)c1
  NR2F2 inh: 50.8*
CCOCCCNC(=O)C1CCN(S(=O)(=O)c2cc3c(cc2Br)CCN3C(=O)CC)CC1
  NR2F2 inh: 13.3

Next part
SMILES	NR2F2 inh
Cc1ccc(NC(=O)Cn2nnc(-c3ccncc3)n2)cc1C	1.2
O=C1C2N=NN(CC(=O)N3N=C(c4ccccc4)CC3c3ccc([N+](=O)[O-])cc3)C2C(=O)N1c1ccccc1 (centres undefined)	24.2
CCC[C@H]1[C@@H](NC(=O)C2CCC2)CC[C@@]23CCCN2C(=O)CCC[C@@H]13	-11.4
O=C(CCc1ccccc1)N[C@H]1[C@@H](OC(=O)c2ccco2)CCC[C@]12C(=O)N(Cc1ccccc1)c1ccccc12	11.6
CC(C)(C)N1Cc2nnn(Cc3ccccc3)c2-c2cc(N3CCCC3)ccc2S1(=O)=O	-24.3
NC(=O)C1CCN(c2ncc(Br)s2)CC1	-7.7
CCOC(=O)[C@@]12CCC3=C1N(CCC3)C(=O)[C@H](CC(=O)N1CCN(C(=O)c3ccco3)CC1)C2	0.9
Cc1ccc(OCc2nnc(SCC(=O)Nc3ccc(S(N)(=O)=O)cc3)n2-c2ccc(Cl)cc2)cc1	0.1
COc1cc2c(c(OC)c1)C(=O)O[C@H](C)C[C@@H]1O[C@H]1CCCCC(=O)C2	-9.4
COc1ccc2c(c1)CN1CN(CC(C)C)S(=O)(=O)CC21 (centres undefined)	-4.2
COc1ccc(NC(=O)OC[C@@H]2CSCCS(=O)(=O)N2)cc1	-25.0
O=C(CCc1c[nH]c2ccccc12)Nc1ccc(Nc2ccncc2)cc1	20.4
CN1C(=O)CN2CCc3ccccc3C2c2cc(Cl)ccc21 (centres undefined)	3.4
Nc1ccc(F)c(CN2CCN(c3ncc(Cc4ccccc4)cn3)CC2)c1	22.5
Cc1ccc2[nH]c3c(NCc4ccccc4)ncnc3c2c1	48.2*

Molecules above that have an aryl thioether with sulfur outside any ring (nine):
SMILES	NR2F2 inh
Cc1ccc(-n2c(SCC(=O)c3ccc4ccccc4c3)nnc2-c2cccnc2)cc1	-5.5
CCOc1ccc(-n2c(SCC(=O)Nc3ccc(S(=O)(=O)Nc4nccs4)cc3)nnc2-c2ccc(C(C)(C)C)cc2)cc1	2.0
COC(=O)CC[C@H](/C=C/C(=O)OC(C)(C)C)Sc1ccc(C(C)(C)C)cc1	-3.7
COc1ccc(CSc2nnc(SCC(=O)Nc3ccc(S(N)(=O)=O)cc3)s2)cc1	-7.6
COc1ccc(-n2c(SC/C=C/c3ccccc3)nnc2-c2cccs2)cc1	15.8
Nn1c(SCC(=O)Nc2ccccc2-c2ccccc2)nnc1-c1cc(-c2ccccc2)n[nH]1	0.3
CC(C)(C)c1ccc(-c2nnc(SCC(=O)Nc3ccc(S(=O)(=O)Nc4nccs4)cc3)n2-c2ccc(Cl)cc2)cc1	19.6
O=C(CSc1nnc(-c2ccco2)n1-c1ccc(Cl)cc1)Nc1ccccc1-c1ccccc1	0.1
Cc1ccc(OCc2nnc(SCC(=O)Nc3ccc(S(N)(=O)=O)cc3)n2-c2ccc(Cl)cc2)cc1	0.1

The listing continues.
SMILES	NR2F2 inh
COC(=O)c1cccc(C23CC4(C2)[C@H](CN(Cc2ccc(-c5ccccc5)cc2)[C@@H]4c2ccccc2)C3c2ccc(C(F)(F)F)cc2)c1 (some centres undefined)	2.6
N#CCC[C@H]1CC[C@]2(CCCN(c3ccccc3)C2)O1	-13.3
CC1(C)CC(=O)C=C(NCCN2CCNCC2)C1	-2.9
C/C(=N\Nc1nc(C(=O)O)cs1)c1ccccc1	-6.2
